Bioassay records: PubChem BioAssay, National Center for Advancing Translational Sciences (NCATS)
Gal4-VP16 FLuc: Gal4-VP16 reporter inhibition counter-screen; actives 3.5% (n = 310,000); Potency, µM (series often up to 53.6 µM), without a hit: at the top dose activity, negative = inhibition, most hits filed as inhibitors; Drosophila S2 Gal4-VP16 UAS-luciferase, luminescence, 20 h; AID 2546;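 further: Gal4-VP16 expression switched on by copper sulfate through the metallothionein promoter; potency means the concentration at half of the fitted maximal effect; on the % scale 0 is the no-effect control and ±100 the full control effect; nearly all actives have a fitted effect of over 50% in size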
ELG1 repair inh: inhibitors of ELG1-dependent DNA repair in HEK293T cells. HEK293T ELG1-luciferase reporter, luminescence, 16 h; DNA damage induced by 5-fluorouridine. Potency, µM (highest dose often 46.1 µM), for inactives: at the top dose activity change, negative = inhibition, usual class: inhibitors. actives 2.3% (n = 330,000). AID 504467; further: potency means the concentration at half of the fitted maximal effect; on the % scale 0 is the no-effect control and ±100 the full control effect; nearly all actives have a fitted effect of over 55% in size
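Step one: seed 2,000 cells per well. Step two: pin-transfer compound or DMSO alongside 5-fluorouridine. Step three: incubate 16 hr, 37 °C, 5% CO2. Step four: add ONE-Glo, wait 30 min, read luminescence.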
Menin-MLL TR inh: menin-MLL binding inhibition, Texas Red mutant peptide; actives 0.23% (n = 270,000); Potency, µM (top dose mostly 61.6 µM), for inactives: top-dose FP activity change, negative = inhibition, hits mostly inhibitors; Menin + Texas Red MLL mutant peptide, fluorescence polarization; O00255; active means well fitted inhibition curve with a large enough effect in the polarisation, with a control signal flat, not every such curve was filed as active; inconclusive means small, poorly fitted or top-dose-only effect, or effect the other way, or a change in a side signal; inactive means no such curve, though single readings can be large or run the other way; the % refers to the polarisation; further: potency means the concentration at half of the fitted maximal effect; % of control where 0% means no effect; many of its hits are not listed in these tables
PKM2 activator: increases activity of human pyruvate kinase M2; P14618; purified PKM2, Kinase-Glo ATP luminescence, activation; response scale: 0% is enzyme alone, no compound; Potency, µM (titrated, usually from 57.5 µM), inactives show top-dose activation, most hits filed as activators; actives 0.34% (n = 260,000); further: potency means the concentration at half of the fitted maximal effect; on the % scale 0 is the no-effect control and ±100 the full control effect; nearly all actives have a fitted effect of over 55% in size
Target sequence (P14618 whole entry, looked up): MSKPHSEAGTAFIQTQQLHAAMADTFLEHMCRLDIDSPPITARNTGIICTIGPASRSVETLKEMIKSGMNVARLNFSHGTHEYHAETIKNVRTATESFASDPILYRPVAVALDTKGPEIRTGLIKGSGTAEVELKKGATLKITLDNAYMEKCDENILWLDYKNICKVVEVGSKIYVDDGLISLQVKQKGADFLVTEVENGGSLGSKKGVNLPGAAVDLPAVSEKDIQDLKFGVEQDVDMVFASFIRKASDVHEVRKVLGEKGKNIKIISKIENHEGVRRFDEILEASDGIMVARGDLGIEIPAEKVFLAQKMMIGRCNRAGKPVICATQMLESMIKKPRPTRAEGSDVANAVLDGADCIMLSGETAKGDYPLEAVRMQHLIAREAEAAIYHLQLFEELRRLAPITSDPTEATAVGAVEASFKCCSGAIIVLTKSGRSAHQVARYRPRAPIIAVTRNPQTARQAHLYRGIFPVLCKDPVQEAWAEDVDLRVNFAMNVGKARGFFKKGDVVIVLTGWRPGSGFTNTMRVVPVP
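Purified hPK-M2 (>95%) run at intermediate activity with 0.1 mM ADP and 0.5 mM PEP in 50 mM imidazole pH 7.2, KCl, MgCl2; 1 h room temperature. ATP formed read by Kinase-Glo luminescence; normalized to uninhibited and no-enzyme controls.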
MBNL1-CUG inh: blocks human MBNL1 binding to CUG repeat RNA; Q9NR56; TR-FRET MBNL1-His/biotin-(CUG)12 binding, 665/545 ratio; Potency, µM (top dose mostly 57.5 µM), inactives show at the top dose activity change, negative = inhibition, usual class: inhibitors; actives 0.036% (n = 280,000); AID 2675; active means well fitted inhibition curve with a large enough effect in the signal ratio, with a control signal flat, not every such curve was filed as active; inconclusive means small, poorly fitted or top-dose-only effect, or effect the other way, or a change in a side signal; inactive means no such curve, though single readings can be large or run the other way; the % refers to the signal ratio; further: potency means the concentration at half of the fitted maximal effect; on the % scale 0 is the no-effect control and ±100 the full control effect
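TR-FRET readout: Ex 340 nm, 665/545 nm emission ratio, normalized to buffer-only (basal) and MBNL1-(CUG)12 controls. Complex of MBNL1-His with Biotin-(CUG)12, compounds 92 nM–58 uM, incubated 60 min at room temperature.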
NPC1 promoter act: NPC1 promoter activation; Huh7 NPC1 promoter luciferase reporter, 24 h; Potency, µM (top dose mostly 9.22 µM), for inactives: top-dose activation, actives largely listed as activators; actives 2.4% (n = 320,000);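 further: potency means the concentration at half of the fitted maximal effect; % of control where 0% means no effect; nearly all actives have a fitted effect of over 60% in size; reporter is driven by a mutant NPC1 promoter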
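NPC1 promoter–luciferase Huh7 cells; 24 h compound; luminescence.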
RORg inh: ROR gamma (mouse) transcription inhibition. AID 2551. P51450. Drosophila S2 Gal4-RORgamma UAS-luciferase reporter, 20 h. actives 5.4% (n = 310,000). Potency, µM (highest dose often 53.6 µM), for inactives: top-dose activity change, negative = inhibition, usual class: inhibitors; further: potency means the concentration at half of the fitted maximal effect; on the % scale 0 is the no-effect control and ±100 the full control effect; nearly all actives have a fitted effect of over 60% in size
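ROR gamma transcriptional activity was tracked as Gal4-UAS luciferase output in stably transfected Drosophila Schneider cells, with compound added 1 hr before 700 uM copper sulfate induction and a 20 hr ambient-temperature incubation.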
Rab9 promoter act: Rab9 promoter activation; Huh7 Rab9 promoter-luciferase reporter, luminescence, 24 h; Potency, µM (doses to about 9.22 µM), for the others: top-dose activation, negative = inhibition, hits mostly activators; actives 2.8% (n = 320,000); further: potency means the concentration at half of the fitted maximal effect; % of control where 0% means no effect; nearly all actives have a fitted effect of over 60% in size
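Huh7 reporter line, Rab9 promoter upstream of luciferase. Compound exposure 24 h at 37 °C in reduced-serum medium with 10% FBS. Read-out: luminescence.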
FLuc modulator: firefly luciferase modulation, counter-screen for miR-21 project; actives 6.9% (n = 360,000); P08659; AID 588342; Potency, µM (top dose mostly 57.5 µM), inactives show at the top dose activity change, negative = inhibition, most hits filed as inhibitors; purified FLuc, Km substrates, luminescence inhibition;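 further: potency means the concentration at half of the fitted maximal effect; plate controls were vehicle for no effect and reference inhibitor for full effect; nearly all actives have a fitted effect of over 55% in size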
Target sequence (P08659 whole entry, looked up): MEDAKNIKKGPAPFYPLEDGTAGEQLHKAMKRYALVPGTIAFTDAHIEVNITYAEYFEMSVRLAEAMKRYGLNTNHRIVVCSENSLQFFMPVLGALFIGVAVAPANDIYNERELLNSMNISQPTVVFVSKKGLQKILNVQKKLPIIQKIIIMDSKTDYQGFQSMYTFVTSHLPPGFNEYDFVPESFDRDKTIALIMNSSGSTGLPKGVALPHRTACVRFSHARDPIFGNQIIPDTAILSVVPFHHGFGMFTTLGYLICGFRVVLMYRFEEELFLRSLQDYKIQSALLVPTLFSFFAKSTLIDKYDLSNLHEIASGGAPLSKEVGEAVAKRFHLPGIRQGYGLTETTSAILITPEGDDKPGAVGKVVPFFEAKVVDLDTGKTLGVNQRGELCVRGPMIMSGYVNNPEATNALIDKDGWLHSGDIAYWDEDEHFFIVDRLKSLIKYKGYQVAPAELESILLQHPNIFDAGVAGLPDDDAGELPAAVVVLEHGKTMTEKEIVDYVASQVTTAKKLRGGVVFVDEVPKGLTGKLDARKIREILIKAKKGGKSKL
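Purified P. pyralis luciferase (10nM final) with 10uM D-luciferin and 10uM ATP (Km levels) in 50mM Tris acetate pH 7.5, 10mM Mg acetate, 0.01% Tween-20, 0.05% BSA; qHTS 6-point titration, ~60 µM downward; luminescence read.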
Mito fusion act: mitochondrial division inhibition or fusion activation | actives 0.23% (n = 320,000) | AID 485298 | Potency, µM (doses to about 46.1 µM), without a hit: at the highest dose growth rescue (activation), usual class: activators | S. cerevisiae fusion-defective mutant growth rescue, CellTiterGlo 48 h;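 further: potency means the concentration at half of the fitted maximal effect; % of control where 0% means no effect; nearly all actives have a fitted effect of over 45% in size; temperature-sensitive fusion mutants such as fzo1-1 at 37 °C on non-fermentable ethanol glycerol medium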
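Compounds are tested for their ability to restore growth of mitochondrial fusion-defective yeast strains at non-permissive 37C in YPEG medium over 48 hours. Viability is quantified by luciferase luminescence.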
KCNH2 3.1 block: inhibitors of human KCNH2 3.1 potassium channel isoform; U2OS KCNH2 3.1, thallium flux FluxOr; stronger effect = lower value; activity change, % (tested at about 1.8 µM); actives 0.95% (n = 340,000); AID 720553;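 active means maximum activity change below -70%; inconclusive means maximum activity change from -70% to -50%; inactive means maximum activity change above -50%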;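 further: thallium influx rate constant from kinetic fluorescence after stimulation buffer; on the % scale 0 is the no-effect control and ±100 the full control effect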
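U2OS cells transduced with KCNH2 3.1 mutant virus (1.77 x 10^8 /mL, 4 h), plated overnight at 37 C, loaded 45 min with FluxOr dye plus Red40 quencher. Thallium flux rate constant from kinetic reads after stimulation buffer, normalised to controls.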
* marks the source's active call; other numbers are inactive results; ? = inconclusive; · = not tested or not shown; [ ] = another dose, or the depositor's remark. Unless noted, the call rests on the fitted dose curve; in most records, active means well fitted curve in the direction sought with a large enough effect; inconclusive means small, poorly fitted or top-dose-only effect, or another doubt; inactive means no such curve, though single readings can be large; an effect the other way counts as inactive or inconclusive. Some of the compounds tested, so the mix of outcomes need not match the whole.

Value order – Gal4-VP16 FLuc	ELG1 repair inh	Menin-MLL TR inh	PKM2 activator	MBNL1-CUG inh	NPC1 promoter act	RORg inh	Rab9 promoter act	FLuc modulator	Mito fusion act	KCNH2 3.1 block
O=C(Nc1cccc(F)c1)N1CCCC(CNS(=O)(=O)Cc2ccccc2)C1 (centres undefined)
 : 10%	-12%	11%	-7%	-4%	-6%	17%	-7%	0%	5%	-26
CCOC(=O)CSc1nc(C)c2ccc(C)cc2n1
 : 0%	15%	5%	6%	7%	0%	16%	0%	?	4%	-1
CC(=O)c1cccc(NC(=O)/C(=C/c2ccco2)NC(=O)c2ccco2)c1
 : 2%	-8%	·	3%	?	4%	0%	10%	9%	1%	-1
CCn1cc(C(=O)N[C@H](C(=O)NCCO)C(C)C)c(=O)c2cc3c(cc21)OCO3
 : -5%	1%	2%	·	-11%	0%	-14%	0%	2%	6%	4
COc1ccc(C2C(C(=O)c3ccc(C)o3)=C(O)C(=O)N2Cc2ccco2)cc1OC (centres undefined)
 : -1%	?	·	11%	14%	6%	-14%	-2%	-3%	2%	-5
c1ccc(Oc2nc3ccccc3n3cccc23)cc1
 : -2%	-2%	3%	-6%	2%	-6%	0%	3%	-2%	-2%	4
COc1ccc(NC(=O)Nc2ccc(Br)cn2)cc1OC
 : -29%	14%	-1%	3%	12%	1%	?	3%	?	-1%	3
CCOC(=O)C(CC)n1cnc2c(nnn2-c2ccc(OC)cc2)c1=O (centres undefined)
 : 0%	2%	3%	-2%	0%	1%	19%	3%	-4%	1%	-7
NS(=O)(=O)c1ccc(CCNC(=O)C(=O)Nc2cc3c4c(c2)CC(=O)N4CCC3)cc1
 : ·	11%	·	·	·	-5%	·	-5%	6%	-5%	5
O=C(NC1CCCCC1)C(c1cccs1)N(Cc1cccs1)C(=O)c1cccs1 (centres undefined)
 : -3%	-30%	-4%	4%	5%	0%	0%	-5%	-3%	?	-1
COc1cc(Br)c(S(=O)(=O)Nc2c(C)n(C)n(-c3ccccc3)c2=O)cc1OC
 : 6%	13%	5%	1%	-4%	-5%	-13%	-5%	0%	-6%	15
CC(C(=O)N1CCc2ccccc21)N1CCN(c2cccc(C(F)(F)F)c2)CC1 (centres undefined)
 : 16%	-16%	0%	0%	3%	-1%	?	3%	1%	14%	-10
O=C(c1ccc2ccccc2c1)N1CCN(c2ccc(O)cc2)CC1
 : -3%	-21%	-7%	19%	9%	12%	-14%	5%	1%	-3%	-24
O=C1[C@H]2CCC=C[C@H]2[C@H](c2ccccc2Br)N1Cc1ccccc1
 : -3%	-8%	-23%	·	·	·	18%	·	·	·	-8
CN(C(=O)CSc1nnc(-c2ccc(OC(F)F)cc2)n1N)C1CCS(=O)(=O)C1 (centres undefined)
 : ·	3%	·	·	·	1%	·	-2%	7%	2%	-6
COc1cccc(NC(=O)Nc2cccc(C)n2)c1
 : -11%	?	?	·	6%	2.2µM*	9%	?	5.4µM*	-1%	-9
O=C(O)C1CCCN1C(=O)C12CC3CC(CC(C3)C1)C2 (centres undefined)
 : 0%	1%	0%	-6%	-3%	7%	-19%	-1%	0%	2%	-8
COc1ccc(NC(=O)CN2C(=O)CSc3ncccc32)cc1
 : 1%	?	0%	0%	8%	2%	-20%	4%	-15%	1%	1
C/C(CC(=O)Nc1cc(C)ccn1)=N\NC(=O)C(=O)Nc1cccc(C)c1
 : -1%	?	16%	3%	·	?	15%[10 µM]	?	?	0%	-19
Cc1cc(C(=O)CN2C(=O)NC3(CCCc4ccccc43)C2=O)c(C)n1Cc1ccco1 (centres undefined)
 : 17%	9%	-2%	9%	-2%	1%	?	9%	?	-7%	·
Cc1ccc(S(=O)(=O)N(C)Cc2ccc(C(=O)NN=C(CC(C)C)CC(C)C)cc2)cc1
 : ?	-22%	?	0%	-5%	0%	10µM*	-9%	-3%	-2%	?
CCn1c(SCC(=O)N(C)C)nc2cc(S(=O)(=O)N3CCCCC3)ccc21
 : ·	-2%	·	·	·	2%	·	-1%	7%	-6%	2
CC(C)N1CCN(Cc2nc(-c3ccccc3)cs2)CC1CCO (centres undefined)
 : -20%	?	-2%	-5%	-7%	3%	-4%	20%	-17%	3%	·
CC(/C=N\Nc1nnc2c(n1)[nH]c1c(C)cccc12)=C\c1ccco1
 : -24%	?	?	0%	-1%	9%	?	13%	-1%	2%	14
O=S(=O)(Nc1ccc(-n2cccc2)cc1)c1ccc(Cl)c(Cl)c1
 : -28%	12%	·	9%	0%	-1%	-26%	4%	-3%	-17%	-3
CCOC(=O)C1(Cc2ccc(Cl)cc2)CCN(C(=O)CCc2ccncc2)CC1
 : ?	-10%	-12%	-9%	7%	-1%	-16%	1%	0%	-2%	-8
COc1ccc(C(O)P(=O)(OC(C)C)OC(C)C)cc1OC (centres undefined)
 : -2%	10%	15%	-3%	4%	-1%	19%	1%	2%	3%	10
CCOc1cc(NC(=O)c2ccco2)c(OCC)cc1NC(=O)c1cc(OC)c(OC)c(OC)c1
 : -22%	?	-7%	1%	-3%	-25%	-11%	-12%	8%	-1%	-4
NS(=O)(=O)c1cccc(NS(=O)(=O)c2ccc(/C=C/C(=O)O)cc2)c1
 : -14%	12%	·	-1%	1%	-10%	27%	1%	-1%	1%	11
Nc1ccccc1OCCOCCOc1ccccc1N
 : -15%	-11%	-7%	-11%	8%	1%	14%	2%	-2%	0%	0
Cc1ccc(S(=O)(=O)N2CCC(C(=O)NCCCN3CCCC3=O)CC2)cc1C
 : -7%	7%	·	2%	-4%	-1%	0%	1%	-1%	-1%	21
COc1ccc(Cc2nc3ccc(C(=O)NCc4cc(C)no4)cc3o2)cc1
 : 24%	?	1%	2%	2%	4µM*	9%	3.5µM*	13µM*	-1%	-15
CCOC(=O)C1Cn2c(nc3c(c2=O)C(C)(C)Cc2ccccc2-3)S1 (centres undefined)
 : 8%	?	-6%	-7%	5%	-2%	5%	-3%	-7%	23%	8
O=C(Nc1ccc(N2CCN(C(=O)c3ccco3)CC2)cc1)C(c1ccccc1)c1ccccc1
 : -6%	?	7%	-3%	-5%	1%	-4%	-1%	1%	2%	-29
Cc1ccc(S(=O)(=O)CCC(=O)N(C)c2c(N)n(Cc3ccccc3)c(=O)[nH]c2=O)cc1
 : ·	13%	·	·	·	-2%	·	0%	-1%	4%	-26
N=c1c2c3c(sc2ncn1CCCN1CCOCC1)CCCCC3
 : 7%	3%	1%	4%	0%	5%	1%	-3%	3%	2%	-6
Cc1cccc([C@@H]2[C@@H]3C(=O)N(Cc4ccccc4)C(=O)[C@@H]3[C@]3(C)C(=O)N(c4ccc(Br)cc4)C(=O)N23)c1
 : -8%	-11%	7%	3%	1%	-5%	21%	1%	-3%	-7%	-5

Record cards (already shown). Values in the order: Gal4-VP16 FLuc	ELG1 repair inh	Menin-MLL TR inh	PKM2 activator	MBNL1-CUG inh	NPC1 promoter act	RORg inh	Rab9 promoter act	FLuc modulator	Mito fusion act	KCNH2 3.1 block
Listed for `COc1ccc(Cc2nc3ccc(C(=O)NCc4cc(C)no4)cc3o2)cc1` : 24%	?	1%	2%	2%	4µM*	9%	3.5µM*	13µM*	-1%	-15
Listed for `O=C(Nc1ccc(N2CCN(C(=O)c3ccco3)CC2)cc1)C(c1ccccc1)c1ccccc1` : -6%	?	7%	-3%	-5%	1%	-4%	-1%	1%	2%	-29
Listed for `N=c1c2c3c(sc2ncn1CCCN1CCOCC1)CCCCC3` : 7%	3%	1%	4%	0%	5%	1%	-3%	3%	2%	-6
Listed for `Cc1cccc([C@@H]2[C@@H]3C(=O)N(Cc4ccccc4)C(=O)[C@@H]3[C@]3(C)C(=O)N(c4ccc(Br)cc4)C(=O)N23)c1` : -8%	-11%	7%	3%	1%	-5%	21%	1%	-3%	-7%	-5
